Bioassay records as filed in PubChem BioAssay.
PLC-beta3 inh: blocks human PLC-beta3 enzyme activity; Q01970; Purified PLC-beta3, fluorogenic substrate, fluorescence; inhibition, % at 12.2 µM; 370,000 compounds, 0.18% hits; AID 720704; in the data active = inhibition above about 11%;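 also: 0% = median of compound wells on plate and 100% = full blocker control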
DDE Tn6 FP inh: inhibitors of Tn6 peptide binding to human fibrin DD(E); P02675; AID 720509; inhibition, % at 8.3 µM; Fibrin DD(E) TRITC-Tn6 fluorescence polarization displacement; 370,000 compounds, 0.21% hits;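 active = inhibition above a per-campaign cutoff: mean of compounds within control limits plus 3 SD, cut at about 15% in these data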;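 also: 0% = median of all compound wells on the plate and 100% = blocking peptide control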
proKLK7 act: proKLK7 (human) activation, primary screen. purified proKLK7, EDANS-DABCYL substrate fluorescence; 100% is mature enzyme control, 0% vehicle. activation, % at 7 µM. 370,000 compounds, 0.9% hits;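 active = activation above the mean of all tested compounds plus 3 SD, computed per campaign excluding outliers beyond control limits, cut at about 13% in these data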
Target sequence (P49862 whole entry, looked up): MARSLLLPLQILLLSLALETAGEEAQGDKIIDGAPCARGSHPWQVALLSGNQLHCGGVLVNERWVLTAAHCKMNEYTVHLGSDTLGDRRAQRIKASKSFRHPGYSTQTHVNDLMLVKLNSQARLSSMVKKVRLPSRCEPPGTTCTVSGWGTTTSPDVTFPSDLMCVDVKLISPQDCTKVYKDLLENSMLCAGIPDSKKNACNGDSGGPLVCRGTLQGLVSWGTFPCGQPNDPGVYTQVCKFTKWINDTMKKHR
ARFGAP1 inhibitor: inhibits rat ARF GTPase activating protein 1 | inhibition, % at 16.5 µM | Q62848 | 360,000 compounds, 0.26% hits | Arfgap1-stimulated ARF1 GTP hydrolysis, GDP FP detection | AID 651572;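 active = inhibition above a per-plate limit, mean inhibition of low control wells plus 3 SD, cut at about 25% in these data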;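 also: 0% = DMSO wells with enzyme and 100% = wells lacking Arfgap1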
Target sequence (Q62848 1-136 limits assumed): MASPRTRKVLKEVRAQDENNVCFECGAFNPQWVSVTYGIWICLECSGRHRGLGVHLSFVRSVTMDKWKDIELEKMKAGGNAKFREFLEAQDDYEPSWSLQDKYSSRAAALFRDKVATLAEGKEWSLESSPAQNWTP
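Material: rat Arfgap1 catalytic domain, aa 1-136; also added: human ARF1(Δ1-17)-GTP substrate; compound dosing: one concentration, 16.5 µM, DMSO 1.26%; incubation: GTP hydrolysis reaction 2 h at 25 °C; measured by: Tracer-displacement fluorescence polarization with EDTA stop, 620/688 nm; evaluation: % inhibition from polarization; repeats: one replicate per compound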
PLCg1 inh: blocks human PLC-gamma1 enzyme activity; inhibition, % at 12.2 µM; P19174; purified PLC-gamma1, fluorogenic substrate, fluorescence; 370,000 compounds, 0.84% hits; in the data active = inhibition above about 9.5%
UHRF1 MBD2 ctr: blocks human UHRF1 binding to methylated DNA; UHRF1 binding to methylated oligo, TR-FRET; inhibition, % at 4.4 µM; 370,000 compounds, 0.75% hits; AID 687016; in the data active = inhibition above about 21%;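 also: UHRF1 SRA domain binding a hemimethylated CpG hairpin DNA probe; 0% = median of test compound wells and 100% = reference inhibitor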
ASAP1 GAP inh: ASAP1 ArfGAP inhibition; ASAP1-stimulated ARF1 GTP hydrolysis, GDP FP detection; inhibition, % at 16.5 µM; 360,000 compounds, 0.19% hits; in the data active = inhibition above about 25%;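 also: 0% = vehicle with enzyme and substrate and 100% = no enzyme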
Target sequence (Q9ULH1 325-724 limits assumed): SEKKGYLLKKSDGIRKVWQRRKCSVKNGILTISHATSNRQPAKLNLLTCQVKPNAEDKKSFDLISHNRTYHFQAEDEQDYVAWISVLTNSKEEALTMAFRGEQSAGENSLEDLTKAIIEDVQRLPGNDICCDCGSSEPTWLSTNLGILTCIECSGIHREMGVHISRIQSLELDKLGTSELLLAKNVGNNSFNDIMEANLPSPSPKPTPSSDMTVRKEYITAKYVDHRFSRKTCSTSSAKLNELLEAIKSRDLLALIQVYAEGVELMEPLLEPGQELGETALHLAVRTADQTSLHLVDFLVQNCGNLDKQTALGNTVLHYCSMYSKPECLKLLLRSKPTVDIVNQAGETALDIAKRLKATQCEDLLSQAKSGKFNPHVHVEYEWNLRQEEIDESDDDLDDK
ADAM17 inh: inhibitors of human ADAM17 | inhibition, % at 6.95 µM | 370,000 compounds, 0.83% hits | P78536 | recombinant ADAM17, EDANS/DABCYL FRET peptide cleavage | AID 720648;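 active = inhibition above the mean of compounds lying between control limits plus 3 SD, set per campaign, cut at about 8.5% in these data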;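 also: 0% = DMSO-only wells as the low control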
Tn7 DDE FP: disrupts Tn7 cyclic peptide binding to fibrin D-Dimer-E complex. P02675. FP displacement of FITC-Tn7 peptide from fibrin DD(E); 0% = median of compound wells per plate. inhibition, % at 8.3 µM. 370,000 compounds, 0.13% hits;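 active = inhibition above the mean of compounds falling within the control limits plus 3 SD of them, cut at about 14% in these data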;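 also: 0% = plate median of compound wells and 100% = 10 µM Aha-Tn7 peptide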
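Assay system: human fibrin DD(E). Input: DD(E) 2 µM final. Medium: Tris buffer with calcium and detergent, pH 7.8. Compound dosing: single point at 8.3 µM. Timing: 10 min plus 3 h, room temperature. Technique: fluorescence polarization of the labelled Tn7 tracer. Read-out: percent inhibition. Replicates: singlicate testing.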
MBD2 inh: MBD2-methylated oligo binding inhibition | Q9UBB5 | TR-FRET, MBD2 binding to methylated oligonucleotide | inhibition, % at 4.4 µM | 370,000 compounds, 0.31% hits | AID 686964; in the data active = inhibition above about 13%
Starred values were filed as active, the others as inactive; . = not tested or not shown. Hits appear at their usual frequency; overall some 4.1% were active at least once.

Sample of the layout (five entries):
SMILES	PLC-beta3 inh	DDE Tn6 FP inh	proKLK7 act	ARFGAP1 inhibitor	PLCg1 inh	UHRF1 MBD2 ctr	ASAP1 GAP inh	ADAM17 inh	Tn7 DDE FP	MBD2 inh
CC(C)(C)c1cc(NC(=O)c2cccs2)no1	-6.1	3.5	-0.2	-2.2	1.2	-2.7	2.3	-3.4	1.1	-0.2
Cn1nccc1C(=O)NC1CCCc2c1cnn2-c1ccccc1F (configuration not stated)	-6.6	3.1	0.2	3.1	-0.2	0.6	-2.0	0.3	1.1	-2.7
C=CCNC(=O)COC(=O)c1c2c(nc3ccccc13)CCC2	-35.5	4.1	0.3	-1.3	-17.6	4.1	-5.8	-14.1	-3.1	1.8
COc1cc(/C=C2\SC(=S)N(Nc3ccccc3)C2=O)cc(OC)c1OC	-4.2	-3.0	-5.5	-1.8	-7.2	1.6	2.6	3.7	2.9	-3.5
CC(C)CC(c1nnnn1C(C)(C)C)N1CCN(Cc2ccccc2)CC1 (configuration not stated)	4.9	2.4	0.1	7.8	4.5	0.8	-7.0	-3.2	-8.1	-2.7

The list itself, from the first entry:
SMILES	PLC-beta3 inh	DDE Tn6 FP inh	proKLK7 act	ARFGAP1 inhibitor	PLCg1 inh	UHRF1 MBD2 ctr	ASAP1 GAP inh	ADAM17 inh	Tn7 DDE FP	MBD2 inh
CC(C)(C)c1cc(NC(=O)c2cccs2)no1	-6.1	3.5	-0.2	-2.2	1.2	-2.7	2.3	-3.4	1.1	-0.2
Cn1nccc1C(=O)NC1CCCc2c1cnn2-c1ccccc1F (configuration not stated)	-6.6	3.1	0.2	3.1	-0.2	0.6	-2.0	0.3	1.1	-2.7
C=CCNC(=O)COC(=O)c1c2c(nc3ccccc13)CCC2	-35.5	4.1	0.3	-1.3	-17.6	4.1	-5.8	-14.1	-3.1	1.8
COc1cc(/C=C2\SC(=S)N(Nc3ccccc3)C2=O)cc(OC)c1OC	-4.2	-3.0	-5.5	-1.8	-7.2	1.6	2.6	3.7	2.9	-3.5
CC(C)CC(c1nnnn1C(C)(C)C)N1CCN(Cc2ccccc2)CC1 (configuration not stated)	4.9	2.4	0.1	7.8	4.5	0.8	-7.0	-3.2	-8.1	-2.7
Nc1ccn(C2CCCCO2)c(=O)n1 (configuration not stated)	-4.0	3.4	0.5	-8.2	1.6	-0.7	3.5	-3.2	-2.1	7.1
O=C(COC(=O)/C=C/c1ccco1)NCCN1C(=O)CSC1=O	-6.4	-3.8	-0.5	-6.6	3.1	2.8	8.2	-2.3	-1.7	2.8
Fc1ccccc1N1CCN(C(c2ccccn2)c2nnnn2C2CCCCC2)CC1 (configuration not stated)	-3.3	-0.4	-0.5	-1.8	-3.1	0.0	0.8	-2.2	3.9	0.8
O=c1cc(-c2ccc(O)c(O)c2)oc2c(C3O[C@H](CO)[C@@H](O)[C@H](O)[C@H]3O)c(O)cc(O)c12 (some centres not stated)	0.5	-5.8	0.4	-1.5	0.6	-5.5	-5.0	-1.5	-2.1	-0.5
COc1ccc(-c2nc3ccccc3c(=O)n2CCCn2ccnc2)cc1	1.1	4.5	-0.3	-7.0	-0.3	-0.9	-4.9	-0.6	3.5	-4.9
CCn1c(NC(=O)Nc2cccc(C)c2C)cc2sccc21	-60.5	-2.4	0.4	1.1	-46.4	-6.3	8.9	-2.7	-0.8	-7.5
CCN(C(=O)COC(=O)c1cccnc1SC)c1c(N)n(Cc2ccccc2)c(=O)[nH]c1=O	-2.2	-1.3	0.2	1.8	-6.3	-1.2	-6.0	7.8	-6.7	-1.1
N#Cc1nc(COc2ccccc2)oc1N1CCN(Cc2ccccc2)CC1	0.8	-0.3	-0.1	-1.2	0.2	1.1	6.5	-2.0	-3.2	1.1
COc1ccc(CC(=O)NC2CCN(CC(=O)Nc3ccc4c(c3)OCCO4)CC2)cc1OC	6.2	-2.2	0.5	1.3	4.2	-1.1	-6.8	1.3	0.1	0.6
c1ccc(Cn2ccnc2SCc2nnc(-c3ccccc3)o2)cc1	2.5	3.9	-0.9	-11.0	2.1	4.7	2.5	3.7	2.1	-2.9
Cc1cc(C(=O)NNC(=O)CCCOc2ccccc2)c(C)o1	3.1	-4.1	-16.1	-6.4	-2.0	0.8	-9.4	3.5	1.1	-3.5
COc1ccc(C(C)=O)cc1COc1ncnc2ccccc12	4.1	1.1	0.4	1.0	0.1	0.1	-8.7	0.1	-6.8	-1.1
CCC(C)Sc1nc2c(c(=O)[nH]1)C(c1cccs1)C1=C(CCCC1=O)N2 (configuration not stated)	-39.0	-4.0	0.5	-1.0	-28.4	1.5	-1.5	-12.4	1.2	2.8
CCN1C(=O)[C@@H]2[C@@H](c3ccc(-c4cccc(Cl)c4)cc3)N3CCC[C@@]3(C(=O)OC)[C@@H]2C1=O	2.1	-0.6	0.3	2.2	1.8	0.4	1.8	6.5	-5.2	-2.1
CCOC(=O)c1cc(-c2ccc(C)cc2)n(CC(=O)NCc2ccco2)c1C	-1.0	3.2	0.2	10.1	-0.3	-0.9	0.0	2.5	-1.7	-1.0
COc1ccc2nc3n(c(=O)c2c1)-c1ncccc1C(=O)NC3CC(C)C (configuration not stated)	-3.2	0.4	0.2	-4.8	-1.8	0.4	3.8	-3.2	-6.9	-4.0
OCCC1CN(Cc2cnc(-c3ccccc3)s2)CCN1CCc1ccccc1 (configuration not stated)	3.3	-10.8	0.4	-0.7	-0.2	-0.5	0.8	-0.6	-2.9	-4.6
Cc1cc(-c2ccc(C)c(S(=O)(=O)N3CCN(c4ccc([N+](=O)[O-])cc4)CC3)c2)on1	-3.2	-2.0	0.2	0.8	2.6	-0.2	-14.1	3.7	-5.7	-0.4
COc1ccc(Br)cc1/C=N/n1nnnc1N	-14.4	-0.2	0.0	-2.5	-3.8	-5.6	1.5	-14.9	-3.7	-1.7
CCOc1cc(/C=N/N=C2/NC(=O)C(CC(=O)O)S2)ccc1OCc1ccc(Cl)cc1 (configuration not stated)	-2.8	-1.8	0.3	4.3	3.5	-3.1	-11.3	0.2	0.3	2.6
Cc1cccc(OCCCn2ccnc2)c1	0.8	-1.2	-0.1	-4.8	0.7	-3.3	11.3	-3.3	-3.0	-3.9
CC(c1ccccc1)n1cc(C(=O)NCc2ccncc2)nn1 (configuration not stated)	1.8	-0.3	0.2	6.8	-0.2	-0.8	-10.7	-0.7	5.0	1.1
CC(OC(=O)c1ccc2c(=O)n3c(nc2c1)CCCCC3)C(=O)Nc1ccc(Cl)cn1 (configuration not stated)	0.3	-6.7	1.1	-1.4	-1.2	-3.4	12.1	-4.5	-5.8	-6.0
CC(OC(=O)c1ccc2c(c1)NC(=O)CS2)C(=O)c1ccc(F)cc1 (configuration not stated)	0.0	6.6	0.2	4.3	2.3	0.7	-3.6	-3.4	1.6	-0.6
CCOC(=O)c1c(CN2CCC(C)CC2)oc2ccc(OC)cc12	-44.8	-4.4	2.4	20.1	-24.9	3.2	7.9	-6.5	-3.9	-3.7
COc1ccccc1C1CCN(Cc2cccc([N+](=O)[O-])c2)CC1	-7.0	-5.8	0.9	6.0	-1.2	1.7	-1.1	-2.9	2.2	1.5
CCOC(=O)c1sc(NC(=O)COC(=O)C(CCSC)NC(C)=O)nc1C (configuration not stated)	-0.3	4.0	0.5	-0.4	-3.6	-1.6	-0.8	-2.1	5.3	-2.5
CCc1ccc(NC(=O)NCc2ccccn2)cc1	-5.5	2.5	-0.1	9.1	3.2	1.7	-7.0	-0.2	-0.4	4.1
CCOC(=O)CC1(NC(=O)c2cc(COc3ccc(F)c(F)c3)on2)CCCCC1	-3.6	-3.4	-0.5	-3.1	-3.7	-2.7	1.6	2.1	0.6	2.8
N#CC1(NC(=O)Cn2cc(C(F)(F)F)ccc2=O)CCCC1	-3.4	-5.1	0.1	-13.9	-0.2	-3.5	7.5	-0.3	2.2	1.6
CCNC(=S)N1CCC(C(=O)c2ccc3c(c2)OCCO3)CC1	-1.2	-3.6	-0.1	1.2	9.2	5.9	-3.3	-2.3	7.9	9.1
COc1cc(NC(=O)N[C@H](C(=O)O)C(C)C)cc(OC)c1	6.5	4.2	0.0	-2.2	-2.9	2.3	-0.6	0.4	-1.5	3.6
Cc1ccnc(NC(=O)c2c(-c3ccccc3Cl)noc2C)c1	-0.2	-5.5	-1.1	-12.2	-1.7	-3.0	3.9	-5.1	0.3	0.9
COc1cccc(CNC(=O)CCNS(=O)(=O)c2ccc3[nH]c(=O)oc3c2)c1	0.0	8.5	0.2	.	-0.6	0.0	.	0.3	-4.5	2.2
CC(OC(=O)c1cccn1C)C(=O)Nc1ccc2c(c1)OCO2 (configuration not stated)	-7.6	-1.0	-0.4	4.5	0.4	3.6	-14.9	-3.9	3.0	2.6
Cc1cccc(NC(=O)NCC(c2ccc(F)cc2)N2CCN(C)CC2)c1 (configuration not stated)	-6.0	0.9	-0.1	3.0	3.9	-3.9	-2.7	-4.3	3.6	2.5
COc1ccc(CCN(C)C(=O)CCNC(=O)c2ccc(Br)cc2)cc1OC	2.5	-11.4	0.1	-5.2	11.1*	2.3	15.0	-1.8	2.7	4.9
O=C(NNC(=S)Nc1ccc(OC(F)F)cc1)c1cc2c(s1)CCCC2	-19.1	9.9	0.3	-11.2	-15.2	-1.4	1.8	-1.2	8.4	0.0
O=C(CCN1CCN(C/C=C/c2ccccc2)CC1)Nc1ccc(Cl)cc1	3.8	-14.6	-1.2	7.7	6.3	4.1	7.4	-3.6	4.8	1.2
O=S(=O)(NCCOc1ccccc1F)c1ccc(Cl)cc1F	-6.9	-5.4	0.7	8.2	2.0	9.1	14.2	2.8	2.1	2.5
CC(=O)C[C@H]1c2cc(C(F)(F)F)ccc2S(=O)(=O)N1C1CCCCC1	-0.3	0.5	-1.0	19.2	-5.1	0.9	11.8	-2.8	-1.5	-7.5
CCn1c(SCC(N)=O)nnc1-c1ccco1	0.6	0.5	-0.7	-0.9	-0.6	-1.1	-5.1	-3.5	4.6	-3.3
CC(C(=O)NC1CC1)c1ncc(C(F)(F)F)cc1Cl (configuration not stated)	3.6	4.1	-0.8	-0.4	1.3	1.2	19.1	-1.4	-1.6	-1.7
CCCCOCC1CN(CCCC)S(=O)(=O)c2c(Oc3ccc(C)cc3)cccc2O1 (configuration not stated)	4.1	2.2	0.9	9.1	5.3	-0.2	4.7	2.8	-4.8	0.1
O=C(NC(=S)Nc1ccc(Cl)cc1)c1ccccc1	-5.6	-6.7	-0.4	5.1	1.0	1.8	5.2	-2.5	5.0	4.6
